# Screening results: PubChem, National Center for Advancing Translational Sciences (NCATS)
# KDM5B inh: KDM5B demethylase inhibition; Q9UGL1; KDM5B demethylase, FDH-coupled NADH fluorescence (FDH is formaldehyde dehydrogenase); Potency, µM (titrated, usually from 57.7 µM), for inactives: top-dose activity change, negative = inhibition, most hits filed as inhibitors; 220,000 compounds, 2.6% hits; AID 1347165; active means well fitted inhibition curve with a large enough effect; inconclusive means small, poorly fitted or top-dose-only effect; inactive means no such curve, though single readings can be large or run the other way; further: 0% is about no effect; nearly all actives have a fitted effect of over 70% in size
# Target sequence (Q9UGL1 whole entry, looked up): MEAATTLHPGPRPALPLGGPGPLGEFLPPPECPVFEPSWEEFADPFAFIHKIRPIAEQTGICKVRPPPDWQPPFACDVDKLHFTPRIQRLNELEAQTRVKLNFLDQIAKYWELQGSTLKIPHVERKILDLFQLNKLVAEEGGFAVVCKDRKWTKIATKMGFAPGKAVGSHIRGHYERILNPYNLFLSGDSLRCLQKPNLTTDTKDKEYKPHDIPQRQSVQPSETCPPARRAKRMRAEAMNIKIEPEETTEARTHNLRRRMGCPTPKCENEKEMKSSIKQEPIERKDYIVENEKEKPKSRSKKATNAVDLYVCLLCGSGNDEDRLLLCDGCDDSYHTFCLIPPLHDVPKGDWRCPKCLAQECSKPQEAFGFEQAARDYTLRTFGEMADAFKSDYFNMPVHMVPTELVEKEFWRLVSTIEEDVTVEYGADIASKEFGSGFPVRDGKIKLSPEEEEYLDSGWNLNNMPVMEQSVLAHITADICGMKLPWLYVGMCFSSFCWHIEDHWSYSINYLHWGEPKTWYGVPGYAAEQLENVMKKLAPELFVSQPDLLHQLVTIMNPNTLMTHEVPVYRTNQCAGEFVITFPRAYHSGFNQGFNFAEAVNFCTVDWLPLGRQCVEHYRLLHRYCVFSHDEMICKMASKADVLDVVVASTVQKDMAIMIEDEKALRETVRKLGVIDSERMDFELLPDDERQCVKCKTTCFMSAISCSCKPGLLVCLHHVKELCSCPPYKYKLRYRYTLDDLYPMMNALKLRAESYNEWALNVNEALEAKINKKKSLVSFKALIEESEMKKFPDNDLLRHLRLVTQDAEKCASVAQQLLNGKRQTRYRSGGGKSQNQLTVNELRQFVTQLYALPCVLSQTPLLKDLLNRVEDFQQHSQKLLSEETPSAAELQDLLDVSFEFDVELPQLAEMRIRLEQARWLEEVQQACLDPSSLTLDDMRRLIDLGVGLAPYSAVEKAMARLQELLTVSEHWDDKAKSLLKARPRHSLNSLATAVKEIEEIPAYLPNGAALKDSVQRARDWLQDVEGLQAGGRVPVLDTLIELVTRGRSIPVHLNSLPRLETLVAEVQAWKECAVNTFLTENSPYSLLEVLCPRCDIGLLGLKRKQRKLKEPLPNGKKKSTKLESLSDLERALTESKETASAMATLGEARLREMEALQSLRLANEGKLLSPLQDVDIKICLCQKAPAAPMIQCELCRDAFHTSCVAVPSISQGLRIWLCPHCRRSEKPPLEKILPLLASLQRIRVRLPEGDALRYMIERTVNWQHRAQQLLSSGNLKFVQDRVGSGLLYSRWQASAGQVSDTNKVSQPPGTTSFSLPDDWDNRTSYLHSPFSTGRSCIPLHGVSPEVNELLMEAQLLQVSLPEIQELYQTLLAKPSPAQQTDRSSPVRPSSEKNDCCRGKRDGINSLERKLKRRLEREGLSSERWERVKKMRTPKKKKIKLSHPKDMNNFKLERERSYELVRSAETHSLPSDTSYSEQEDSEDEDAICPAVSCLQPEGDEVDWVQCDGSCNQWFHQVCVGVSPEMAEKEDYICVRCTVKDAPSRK
#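 Here, H3K4me3 peptide (12.5 µM in substrate mix) is demethylated by KDM5BΔAP, 200 nM final, after 10 min compound exposure. Formaldehyde product is coupled through FDH (0.25 U/mL in mix) to NADH fluorescence; 30-min ΔRFU feeds dose-response curves.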
# The depositor's hits bear a star; i = inactive; ? = inconclusive; [ ] = remark or other dose. Potency means the concentration at half of the fitted maximal effect.
structure	KDM5B inh
O=C(Nc1ccccc1I)c1cc2cc(Br)ccc2oc1=O	-12%
CC(NC(=O)CNC(=O)c1ccco1)c1ccc(S(N)(=O)=O)cc1 (stereo not drawn)	11%
CCN(CC)C(=O)c1cccc(NC(=O)Cc2c[nH]c3ccccc23)c1	10%
CCn1nccc1C(=O)N1CCC2(CC1)CC(N1CCN(CC(C)C)CC1)CCO2 (stereo not drawn)	-22%
C#CCNC(=O)c1cccc(C(N)=O)c1	7%
Cc1noc(C)c1C(=O)NCC1Cn2cccc2CN1C (stereo not drawn)	?
CC(C)[C@@H](N)C(=O)N1CCC(Oc2ccccc2F)(C(=O)O)CC1	19%
CN1/C(=C\C(=O)CN2CCN(C/C=C/c3ccccc3)CC2)C(C)(C)c2ccccc21	56%[activator]
Cc1c(NC(=O)c2ccco2)cccc1C(=O)N1CCC2(CCNCC2)CC1	2%
Cc1ccc(NC(=O)CSCc2cc(C)no2)cc1	-12%
Cc1cc(=O)oc2cc(OCC(=O)NC(=O)NC3CCCC3)ccc12	?
COC(=O)c1ccc(OC)c(NC(=O)N2CCc3[nH]cnc3C2c2cccc(F)c2F)c1 (stereo not drawn)	8%
COC[C@@H]1OC[C@@]2(C)C3CC[C@@H](O)[C@@H](CC(=O)NCc4ccc(F)cc4)[C@]3(C)CC[C@H]2O1 (stereo partly drawn)	-16%
CCc1ccc(N2C(=O)CS(=O)(=O)C23C(=O)N(Cc2ccccc2C)c2ccccc23)cc1 (stereo not drawn)	-11%
Cn1nc(C(=O)NC2CCc3nn(CC4CC4)c(=O)n3CC2)c2ccccc21 (stereo not drawn)	28µM*
COc1ccccc1CNC(=O)CN1CC[C@](C)(O)[C@@H](O)C1	10%
COc1ccc(NC(=O)C2(C)CCc3cnc(N4CCOCC4)nc32)cn1 (stereo not drawn)	35µM*
CCOc1ccc(NC(=O)CSC2=Nc3ccccc3C3=NC(Cc4ccccc4)C(=O)N23)cc1 (stereo not drawn)	-27%
COc1ccc(OC)c(-n2c(=O)c(C#N)cc3c(=O)n4cccc(C)c4nc32)c1	-19%
CCn1cc2nc(SCC(=O)N3CCCC3)n(Cc3ccc(OC)cc3)c(=O)c2n1	-1%
CCCC(=O)OCc1cc(=O)oc2cc(O)ccc12	?
Cc1ccc(OCc2nnc(-c3ccc(Cl)cc3)o2)cc1	32%[activator]
Cc1ccc(C(C)C)c(OCC(=O)Nc2nc3c(s2)CCCC3)c1	?
CCN(CCCNC(=O)Cn1ncc2c([nH]c3ccccc32)c1=O)c1cccc(C)c1	-24%
COc1ccccc1C(=O)/C=C/c1cccc(OC)c1OC(F)F	10%
NC(=O)C1CCN(CC[C@H]2CN(C(=O)Cc3ccccc3)CC[C@H]2CC(=O)O)CC1	-24%[86.2 µM]
COc1cccc(CN2Cc3cc(NS(=O)(=O)c4ccccc4)ccc3OCC2=O)c1OC	-14%
O=C(NCc1ccccc1)c1ccccc1OCc1coc(-c2ccc(F)cc2)n1	-9%
CCCCOC(=O)COc1ccc2c(=O)c(Oc3ccc(OC)cc3)coc2c1	12%
C/C(=N/Nc1ccc(S(=O)(=O)Nc2ccccc2C(=O)O)cc1[N+](=O)[O-])c1ccco1	22%

# In the list so far, three contain a COOH group:
structure	KDM5B inh
CC(C)[C@@H](N)C(=O)N1CCC(Oc2ccccc2F)(C(=O)O)CC1	19%
NC(=O)C1CCN(CC[C@H]2CN(C(=O)Cc3ccccc3)CC[C@H]2CC(=O)O)CC1	-24%[86.2 µM]
C/C(=N/Nc1ccc(S(=O)(=O)Nc2ccccc2C(=O)O)cc1[N+](=O)[O-])c1ccco1	22%

# The list continues.
structure	KDM5B inh
Cc1ccc(CNC(=O)C(=O)NCC(c2ccco2)S(=O)(=O)c2cccs2)cc1 (stereo not drawn)	6%
CCCCCn1c(CCC(=O)O)nc2c1c(=O)[nH]c(=O)n2CCCC	15%
Cc1ccccc1C(=O)Nc1ccc(NC(=O)c2ccco2)cc1O	19%
COc1cccc(/C=C/c2nc(C#N)c(N3CCCCCC3)o2)c1	?
CCc1cc2ccc(C)c(C)c2nc1SCC(=O)NNC(=O)c1ccco1	17%
O=C(Nc1cccc2ccccc12)C1CCCCC1	17%
CC(C)(C)c1ccc(C(=O)O)c(C(=O)c2ccc(C(=O)O)cc2)c1	24%
CCCCCCn1nc(C(=O)OCC(=O)Nc2ccccc2F)c2ccccc2c1=O	-14%
CCOc1ccc(S(=O)(=O)Nc2nc3ccccc3nc2N2CCCC2)cc1	6%
CCNc1nc2c(c(=O)[nH]c(=O)n2C)n1Cc1ccccc1Cl	14%
c1cncc(CNc2cc(-c3cnc4ccccc4n3)c3cc[nH]c3n2)c1	-22%
Cc1cc(C)c(S(=O)(=O)N2CCCC(Cn3cc(CO)nn3)C2)c(C)c1 (stereo not drawn)	5%
CC(C)c1ccc2oc(=O)cc(CN3CCN(c4ccccc4)CC3)c2c1	16%
O=C(c1ccccn1)N1CCC[C@H]1c1nc(-c2ccccc2)no1	14%
COc1ccc2nc(C[C@@H]3C[C@@H](C(C)C)[C@H](CNC(=O)NC4CCCCC4)C=C3C)[nH]c2c1	-11%
COC(=O)c1ccc2nc(CO[C@H]3CN(C4CCC4)C[C@H]3F)[nH]c2c1	?
COc1ccc2c(CNCc3ccc(C)o3)c(C(=O)O)n(Cc3ccccc3C)c2c1	-21%
CCN1CCN(c2cc3c(cc2F)c(=O)c(S(=O)(=O)c2ccc(OC)cc2)cn3CC)CC1	?
O=[N+]([O-])c1cccc(-c2ccc(/C=N/NC(=S)NCc3ccco3)o2)c1	14%
Cc1ccsc1CNC(=O)CCc1ccc(F)c(F)c1	16%
CCc1nc(CN2CC[C@@H](c3ccc4c(c3)OCO4)[C@H](O)C2)c(C)[nH]1	25µM*
COc1cc(C2c3c(-c4ccccc4O)n[nH]c3C(=O)N2CCO)ccc1OCCC(C)C (stereo not drawn)	20%
CCOc1ccc(Cn2c(CNS(=O)(=O)c3ccc(CC)cc3)nc3cccnc32)cc1	?
Cc1nc(SCCOc2ccccc2F)[nH]c(=O)c1Cc1ccccc1	15%
CCc1nc(-c2c3n(c(=O)n(CC(=O)Nc4cccc(F)c4)c2=O)CCCC3)no1	14%
O=C(Nc1ccc(S(=O)(=O)Nc2ccnn2-c2ccccc2)cc1)C(F)(F)F	-5%
Cc1cc(C)cc(NC(=S)N2CCC(NC(=O)C3CC3)CC2)c1	32%
Cc1ccccc1NNC(=O)C(=O)NNc1ccccc1C	?
CCN(CC)C(=O)c1sc2nc(C(C)(C)C)nc(C)c2c1C	14%
COC(=O)[C@@H](NC(=O)Nc1cccc(C)c1C)C(C)C	7%

# (next part)
structure	KDM5B inh
Cc1cccc(NC(=O)N2CCC(CCNS(=O)(=O)c3ccc(C(C)(C)C)cc3)CC2)c1	-16%
CC(=O)Nc1ccc(NC(=O)c2csc(NC3CC3)n2)cc1	-16%
Cc1cccc(OCC(=O)Nc2cccc(-c3nc4ccccc4o3)c2)c1C	1%
O=C(c1ccccn1)N1CCC(Cc2nc(C3CC3)n[nH]2)C1 (stereo not drawn)	-13%
COCCNC(=O)NC[C@H]1O[C@@H]2C[C@@H](CC(=O)NC(C)C)O[C@@H]2[C@@H]1O	19%[86.2 µM]
CCOCC(=O)N1CCC2(CC1)CN(C1CCC1)CC2COC (stereo not drawn)	?
CCN(Cc1cccs1)C(=O)CC1CC2CCC1C2 (stereo not drawn)	39%
CCN(CC)C(=O)Oc1ccc2c(=O)c(-c3ccccc3)c(C)oc2c1	-8%
COC(=O)c1cc2ccccc2cc1OC(=O)Cc1cc(C(C)=O)ccc1OC	9%
COc1ccc(NC(=O)Cc2ccc(N(Cc3ccc(C)cc3)C(=O)c3ccco3)cc2)cc1	?
Cc1ccc(-n2ncc3c(=O)n(-c4ccc(F)c(Cl)c4)c(C)nc32)cc1	8%
Cc1cc(C(=O)NCc2ccnc3[nH]ccc23)ccc1Cl	?
CCOc1ccc(CCNC(=O)c2ccc(-c3nc(CSc4ccc(C)cc4)c(C)o3)cc2)cc1	-4%
O=C1NC2(CCN(Cc3ccsc3)C2)OCc2ccccc21 (stereo not drawn)	-1%[86.2 µM]
O=C(NCCN1CCOCC1)c1ccc2c(c1)N(Cc1ccccc1F)C(=O)c1ccccc1S2	33%
O=C1CCCCC1OC(=O)C12CC3CC(CC(Cl)(C3)C1)C2 (stereo not drawn)	-13%
CN(CC(O)COc1ccc(S(=O)(=O)N2CCOCC2)cc1Cl)C1CCCCC1 (stereo not drawn)	19%
Cc1ccc(NC(=O)COC(=O)CCc2nc3ccccc3s2)c(C)c1	7%
CN(CC(O)COCc1ccccc1F)C1CCCCC1 (stereo not drawn)	15%
CCOc1ccccc1NC(=O)N1CCCn2nc(C)cc21	-19%
Cc1ccc(S(=O)(=O)c2cn(CC(=O)Nc3ccccc3)c3cc4c(cc3c2=O)OCO4)cc1	?
COc1ccc(C(=O)N2CCC(C(NC(=O)c3cccc(OC)c3)C(=O)N3CCCC3)CC2)cc1 (stereo not drawn)	27%
COc1ccccc1NC(=O)Cn1c(C)cc(C)c(C#N)c1=O	-12%
O=C(c1ccc(Cl)cc1)N1CCC(n2cc[nH]c2=O)CC1	19%[149 µM]
C#CCNC(=O)c1cc(-c2cnccc2Cl)c2cccn2n1	-18%[149 µM]
COc1ccc(CN2CCC3(CC2)C(=NC2CCCCC2)NC(=O)N3c2cccc(OC)c2)cc1	4%[115 µM]
O=C([C@H]1CCC[C@@H](O)C1)N1CCN(c2ccc3nccn3n2)CC1	28µM*
COCCN1C(=O)c2cccn2CC1CNC(=O)CC(C)C (stereo not drawn)	-8%
CN1CCC(C(=O)N2Cc3ccccc3CC3(CCN(Cc4cccnc4)C3)C2)CC1 (stereo not drawn)	?
O=C(NC1CCCC1)C1CC=CCC1c1nc2ccccc2s1 (stereo not drawn)	-8%

# Random excerpt: two entries already listed, in no set order.
structure	KDM5B inh
Cc1cccc(OCC(=O)Nc2cccc(-c3nc4ccccc4o3)c2)c1C	1%
COC(=O)c1cc2ccccc2cc1OC(=O)Cc1cc(C(C)=O)ccc1OC	9%

# Carrying on.
SMILES	KDM5B inh
CCC(C)NC(=O)Cn1ccc2cc(S(=O)(=O)N3CCCCCC3)ccc21 (stereo not drawn)	?
CCN(CC)C(=S)SC(c1ccc2ccccc2c1[N+](=O)[O-])S(=O)(=O)c1ccc(C)cc1 (stereo not drawn)	6%
O=C(CCC1CCN(C(=O)c2ccccc2)CC1)Nc1ccc(F)cc1F	3%
Cc1cccc(C(=O)Oc2ccc(C)c(C)c2)c1	-6%
Cn1ccc2c(C(=O)NCCc3ccccn3)nc(-c3cccc(N4CCOCC4)c3)cc21	?
Cc1cccc2cc(CN(CC(C)C)C(=O)c3ccccc3)c(=O)[nH]c12	-3%
CC(C)N(CCNC(=O)c1nn(Cc2ccccc2)c(=O)c2ccccc12)C(C)C	?
CCOc1ccc(CNC(=O)c2ccc(NC(=O)c3nsc4ccccc34)cc2)cc1	?
CCCC1CCCN1C(=O)c1coc(COc2ccc3ccc(OC)cc3c2)n1 (stereo not drawn)	?
Cc1nc(CN2CCN(C(=O)C(c3ccccc3F)N(C)C)CC2)cs1 (stereo not drawn)	-15%
Cc1ccc(NC(=O)c2ccc3ccccc3n2)cc1Cl	?
CC(C)(C)c1ccc(/C=N/OCC(=O)Nc2ccc(SC(F)F)cc2)cc1	0%
COc1cc2[nH]c(C(=O)Nc3ccc4c(c3)OCCO4)cc2c(OC)c1OC	392%[activator]
COc1ccc(S(=O)(=O)NC(C)C)cc1-n1cnnn1	1%
CN(Cc1ccsc1)C(=O)/C=C/c1cccc2ccccc12	?

# Sorted by value in KDM5B inh (falling): 3 from the list above
SMILES	KDM5B inh
CCN(CC)C(=S)SC(c1ccc2ccccc2c1[N+](=O)[O-])S(=O)(=O)c1ccc(C)cc1 (stereo not drawn)	6%
O=C(CCC1CCN(C(=O)c2ccccc2)CC1)Nc1ccc(F)cc1F	3%
Cc1cccc2cc(CN(CC(C)C)C(=O)c3ccccc3)c(=O)[nH]c12	-3%

# (further entries)
SMILES	KDM5B inh
Cc1cc(=O)oc2cc(OCC(=O)NCCCN3CCCC3=O)ccc12	?
Cc1onc(-c2ccccc2Cl)c1C(=O)NNC(=O)c1ccc(F)cc1	-19%
Cc1ccc(S(=O)(=O)CC(=O)Nc2nc3c(C)cc(C)cc3s2)cc1	?
COCc1oc2ccc(NS(=O)(=O)c3ccc(C)cc3)cc2c1C(=O)OC	0%
Cc1cccc(NC(=O)c2cc(-c3ccncc3)nc3ccccc23)c1	-5%
CCc1ccc(CNC(=O)CN2C(=O)CCn3nc(-c4cn(C)c5ccccc45)cc32)cc1	?
CCOCCCn1c(=N)c(C(=O)NCC2CCCO2)cc2c(=O)n3cccc(C)c3nc21 (stereo not drawn)	i
COC(=O)CCC1CCCCC12OCCO2 (stereo not drawn)	25%
Cc1ccsc1/C=N/N(Cc1ccccc1)c1ccccc1	8%
OC(Cc1c[nH]c2ccccc12)(c1ccccc1)c1ccccc1	4%
CC(=O)c1ccc(NC(=O)C2CCN(c3nnc(C)c4c(C)n(-c5ccccc5)nc34)CC2)cc1	-17%
O=Cc1cccn1-c1cccc(Br)c1	9%
CCC(C)NC(=O)CN1C(=O)c2cccnc2Oc2ccc(C)cc21 (stereo not drawn)	0%
Cc1ccc(C(=O)N2CCC([C@@H]3CNC[C@H]3CO)CC2)c(C)c1	10%
COCCN(CCOC)Cc1cccc2ccccc12	17%
COc1ccc(C)cc1N(C)C(=O)c1c(C)oc2ncnc(N3CCOCC3)c12	-8%

# 4 structures already listed, sorted by SMILES length, highest first:
SMILES	KDM5B inh
CCc1nc(-c2c3n(c(=O)n(CC(=O)Nc4cccc(F)c4)c2=O)CCCC3)no1	14%
CCC(C)NC(=O)Cn1ccc2cc(S(=O)(=O)N3CCCCCC3)ccc21 (stereo not drawn)	?
COc1ccccc1C(=O)/C=C/c1cccc(OC)c1OC(F)F	10%
COCCN(CCOC)Cc1cccc2ccccc12	17%

# An excerpt (hit frequency here may not be typical).
